Source: PubChem
PLK1 PBD block – blocks phosphopeptide binding to human PLK1 polo-box domain; P53350; Plk1 PBD binding of FITC phosphopeptide, fluorescence polarization; Potency, µM, for the others: max response, negative = inhibition, usual class: inhibitors; 2.8% of 360,000 active; AID 720504; further: potency means the concentration at half of the fitted maximal effect; series mostly up to about 57 µM; on the % scale 0 is the no-effect control and ±100 the full control effect; nearly all actives have a fitted effect of over 65% in size
CCT modulator – changes cytosolic chaperonin activity | purified chaperonin ATPase assay, HTRF ADP detection, 30 min | activity change, % (test concentration not listed), hits read low | 0.3% of 360,000 active | AID 651819; in the data active means activity change below about -30%; further: on the % scale 0 is the no-effect control and ±100 the full control effect
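Nucleotide hydrolysis assay: TRiC at 20–40 nM final (set by batch activity) with 10 uM ATP, 30 min at 37 °C, in presence of 76 uM compound. Detection by competitive ADP HTRF, 30 min ambient.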
IL2 activator – IL-2 activation. 0.065% of 360,000 active. IL-2 activation reporter assay, cell-based qHTS; stimulated with anti-CD3/CD4/CD28 beads; in transgenic mouse T cells. activation, % (series mostly up to about 46 µM). AID 652025; in the data active means activation above about 50%; inconclusive means mostly about 30% to 49%; further: 0% is about no effect
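Using fluorescent plate cytometry, EGFP and DsRed are detected in transgenic mouse T cells stimulated 18 h at 37 degrees C with antibody-coated beads after 60 min compound pretreatment.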
EPAC1 antagonist – EPAC1 (human) antagonism; 0.14% of 360,000 active; Potency, µM (titrated, usually from 115 µM), for inactives: at the highest dose activity change, negative = inhibition, usual class: inhibitors; O95398; EPAC1 GEF assay, Rap1b-BODIPY-GDP exchange fluorescence;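 further: potency means the concentration at half of the fitted maximal effect; plate controls were vehicle for no effect and positive control for full effect; nearly all actives have a fitted effect of over 50% in size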
EPAC2 agonist – EPAC2 (human) agonism. Q8WZA2. EPAC2 activation, biochemical qHTS; response scale: 100% = 6.5 mM cAMP response. Potency, µM (top dose mostly 154 µM), for the others: at the highest dose activation, actives largely listed as activators. 0.079% of 360,000 active; further: potency means the concentration at half of the fitted maximal effect; nearly all actives have a fitted effect of over 50% in size
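Compounds were titrated in qHTS against a Rap1B-BODIPY-GDP (250 nM) complex with EPAC2 (100 nM) and GDP (50 uM). BODIPY-GDP release tracked at 480/540 nm over 30 min at room temperature, normalized to 6.5 mM cAMP.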
PI5P4Ka inh – PI5P4K alpha (human) kinase inhibition | P48426 | PI5P4Kalpha enzyme, ADP-Glo luminescence, 60 min; active compounds read low | max response, % | 1.2% of 330,000 active | AID 652105; active means max response of -50% or lower; inconclusive means between -30% and -50%; inactive means -30% or higher; further: value at the top dose of about 77 µM; on the % scale 0 is the no-effect control and ±100 the full control effect
Target sequence (P48426 whole entry, looked up): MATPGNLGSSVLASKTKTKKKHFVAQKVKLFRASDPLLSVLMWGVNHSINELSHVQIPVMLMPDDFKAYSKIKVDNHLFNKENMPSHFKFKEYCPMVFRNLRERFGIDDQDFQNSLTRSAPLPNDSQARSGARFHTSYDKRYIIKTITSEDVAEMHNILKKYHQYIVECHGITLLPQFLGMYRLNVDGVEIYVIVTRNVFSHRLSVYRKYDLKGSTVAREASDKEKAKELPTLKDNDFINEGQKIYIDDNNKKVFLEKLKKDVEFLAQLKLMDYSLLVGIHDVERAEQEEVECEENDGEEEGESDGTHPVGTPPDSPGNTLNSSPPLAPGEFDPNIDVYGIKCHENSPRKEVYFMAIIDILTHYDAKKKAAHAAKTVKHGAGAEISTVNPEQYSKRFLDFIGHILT
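Controls without substrate or without enzyme flank wells where PI5P4Kalpha converts substrate using 5 microM ATP (final). Incubation lasts 60 minutes at room temperature; ADP formed is read by ADP-Glo luminescence.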
WRN inhibitor – WRN helicase (human) inhibition | Q14191 | WRN helicase unwinding, fluorescent forked duplex, kinetic | Potency, µM (highest dose often 114 µM), for inactives: at the top dose activity change, negative = inhibition, hits mostly inhibitors | 0.46% of 360,000 active | AID 651768; further: potency means the concentration at half of the fitted maximal effect; on the % scale 0 is the no-effect control and ±100 the full control effect; nearly all actives have a fitted effect of over 55% in size
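WRN at 20 nM final preincubated with compound 15 min at room temperature; reaction started with 100 nM fluorophore/quencher forked duplex oligonucleotide and 2 mM ATP final. Unwinding followed kinetically by red fluorescence (ex 525, em 598 nm).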
EPAC1 agonist – activates human EPAC1 exchange factor | O95398 | EPAC1 agonist qHTS, biochemical assay; response scale: 100% = response to 6.5 mM cAMP | Potency, µM (top dose mostly 154 µM), for inactives: at the top dose activation, usual class: activators | 0.073% of 360,000 active | AID 720707; further: potency means the concentration at half of the fitted maximal effect; nearly all actives have a fitted effect of over 60% in size
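Nucleotide exchange by EPAC1 (100 nM) on Rap1B–BODIPY-GDP (250 nM) in the presence of 50 uM GDP is tracked fluorescently at 480/540 nm over 30 min. Signals are normalized to a 6.5 mM cAMP control.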
An asterisk follows results filed as active; ? = inconclusive; . = not tested or not shown; [ ] = remark or other dose. Unless noted, the call rests on the fitted dose curve; in most records, active means well fitted curve in the direction sought with a large enough effect; inconclusive means small, poorly fitted or top-dose-only effect, or another doubt; inactive means no such curve, though single readings can be large; an effect the other way counts as inactive or inconclusive. A portion of the library, so the mix of outcomes need not match the whole.

molecule	PLK1 PBD block	CCT modulator	IL2 activator	EPAC1 antagonist	EPAC2 agonist	PI5P4Ka inh	WRN inhibitor	EPAC1 agonist
CCn1c(=O)c(-c2nc3ccccc3[nH]2)c(O)c2ccccc21	-7%	-24	0.1	-13%	5%	1	3%	-7%
O=[N+]([O-])c1ccc(Nc2ccc(Cl)cc2)nc1	-6%	-2.0	-0.2	-22%	9%	3	-4%	-3%
O=S(=O)(c1ccc2c(c1)OCCO2)C1CCC(S(=O)(=O)c2c(F)cccc2F)CC1 (stereo unspecified)	.	.	-1.1	10%	-1%	.	.	-11%
O=C1C2C3C=CC(CC3)C2C(=O)N1/N=C/c1c[nH]c2ccccc12 (stereo unspecified)	-7%	-2.3	2.3	-7%	17%	1	1%	0%
Cc1c(NC(=O)c2ccc(N(Cc3ccccc3)S(C)(=O)=O)cc2)c(=O)n(-c2ccccc2)n1C	-5%	-1.8	-2.4	-11%	-6%	-1	4%	-6%
FC(F)(F)c1nnc2ccc(N3CCCC3)nn12	-1%	-7.1	1.0	1%	9%	-11	2%	-3%
CC(C)NC(=O)C1CCN(C2CCN(CC3CC=CCC3)CC2)CC1 (stereo unspecified)	-2%	-2.0	-2.5	-16%	10%	2	0%	2%
Cc1ccc2nc(N=C(N)N)nc(C)c2c1	-5%	0.8	0.2	13%	1%	1	41%[activator]	11%
Cc1cccc(NC(=O)CSc2nc(N)c(NC(=O)c3cccs3)c(=O)[nH]2)c1C	-3%	-7.7	-3.8	-23%	6%	-2	5%	14%
Fc1ccc(-n2c(-c3cc(C4CC4)[nH]n3)n[nH]c2=S)cc1Cl	-29%	-0.1	-2.1	0%	4%	?	-3%	-4%
Cc1oc2ccc(OCc3ccccc3F)cc2c1C(=O)O	-10%	0.8	1.1	-11%	3%	?	-12%	-3%
O=C(CSCC(=O)OCC(=O)N1CCN(C(=O)c2ccco2)CC1)Nc1ccc(Cl)cc1	-1%	0.1	-1.0	-13%	6%	1	-5%	-12%
COCCOC(=O)c1c(C)n(C)c2ccc(OC(=O)C3CC3)cc12	-11%	-2.1	0.0	-1%	10%	0	0%	4%
COc1ccc(-c2c(NC(C)=O)n(C)c3ccccc3c2=O)cc1	-9%	-0.7	0.4	2%	6%	0	-6%	-1%
CCOc1ccccc1C(=O)Nc1ccccc1O	-7%	2.0	0.9	-4%	11%	5	-10%	-2%
O=C(/C=C/c1ccco1)Nc1ccc(Oc2ccccc2)cc1	-8%	0.2	-1.6	-23%	1%	?	-23%	2%
Clc1ccc(CSc2snnc2-c2ccccc2)c(Cl)c1	-8%	-1.8	-2.3	2%	9%	.	-8%	7%
NC(N)=S	-8%	-0.7	0.3	-15%	-3%	-6	-6%	-9%
CC(C)(C)OC(=O)N1CC(O)CC1C(=O)OCC(=O)c1ccc(-c2ccccc2)cc1 (stereo unspecified)	-1%	-2.7	-0.2	-21%	12%	0	-1%	-7%
CCOc1cc(C(=O)NC(C)c2ccncc2)cc(OCC)c1OCC (stereo unspecified)	1%	-2.3	0.3	3%	7%	.	-8%	6%
CCOC(=O)N/N=C(/C)c1cccc(-n2cnnn2)c1	-15%	2.0	-0.6	-16%	3%	-8	-6%	3%
CS(=O)(=O)Nc1ccc(S(=O)(=O)Nc2nccs2)cc1	2%	-9.4	0.1	17%	-3%	1	5%	4%
O=S(=O)(N/N=C/c1cn(Cc2ccccc2)c2ccccc12)c1ccccc1	-4%	-1.6	-1.6	-28%	18%	4	-2%	7%
Cc1cc(Br)c(NC(=O)COC(=O)CC2CC3CCC2C3)c(Br)c1 (stereo unspecified)	-9%	-0.3	1.9	26%	3%	6	6%	6%
Cc1noc(C)c1S(=O)(=O)N1CCC(C(=O)NCCC2=CCCCC2)CC1	-13%	1.8	-1.7	-11%	-4%	-2	-6%	5%

Pulled by structure from the list above (7):
molecule	PLK1 PBD block	CCT modulator	IL2 activator	EPAC1 antagonist	EPAC2 agonist	PI5P4Ka inh	WRN inhibitor	EPAC1 agonist
Cc1cc(Br)c(NC(=O)COC(=O)CC2CC3CCC2C3)c(Br)c1 (stereo unspecified)	-9%	-0.3	1.9	26%	3%	6	6%	6%
O=C1C2C3C=CC(CC3)C2C(=O)N1/N=C/c1c[nH]c2ccccc12 (stereo unspecified)	-7%	-2.3	2.3	-7%	17%	1	1%	0%
CCOc1ccccc1C(=O)Nc1ccccc1O	-7%	2.0	0.9	-4%	11%	5	-10%	-2%
Cc1noc(C)c1S(=O)(=O)N1CCC(C(=O)NCCC2=CCCCC2)CC1	-13%	1.8	-1.7	-11%	-4%	-2	-6%	5%
O=S(=O)(c1ccc2c(c1)OCCO2)C1CCC(S(=O)(=O)c2c(F)cccc2F)CC1 (stereo unspecified)	.	.	-1.1	10%	-1%	.	.	-11%
Cc1cccc(NC(=O)CSc2nc(N)c(NC(=O)c3cccs3)c(=O)[nH]2)c1C	-3%	-7.7	-3.8	-23%	6%	-2	5%	14%
Clc1ccc(CSc2snnc2-c2ccccc2)c(Cl)c1	-8%	-1.8	-2.3	2%	9%	.	-8%	7%

Next part
molecule	PLK1 PBD block	CCT modulator	IL2 activator	EPAC1 antagonist	EPAC2 agonist	PI5P4Ka inh	WRN inhibitor	EPAC1 agonist
O=C(CCc1c[nH]c2ccccc12)N/N=C/c1ccc2c(c1)OCO2	-11%	-3.4	-1.9	0%	3%	4	-9%	13%
O=C(NNS(=O)(=O)c1ccc(Br)cc1)c1csnn1	-12%	-1.2	-0.1	8%	7%	-2	-13%	1%
CCOC(=O)c1ccc(NC(=S)NC2CC(C)(C)NC(C)(C)C2)cc1	-6%	0.9	3.6	-2%	-9%	.	-9%	-6%
CS(=O)(=O)N(CC(=O)Nc1cccc(Cl)c1Cl)c1ccccc1	-9%	-14	-4.3	12%	11%	12	-6%	2%
CCOc1cc(/C=C2\C(=O)ON=C2c2ccccc2)ccc1OC	2.1µM*	-2.6	-3.4	-1%	10%	-63*	-31%	-1%
CN(Cc1ccon1)C(=O)CC1C(=O)NCCN1Cc1cccc(F)c1F (stereo unspecified)	-4%	0.3	-2.2	-11%	0%	0	-12%	-6%
CC1(C)Cc2ccccc2-c2nc(NCCO)n(-c3ccccc3)c(=O)c21	-6%	-0.2	-0.1	-11%	6%	-1	-2%	7%
O=C(N/N=C/c1cn(-c2ccccc2)nc1-c1ccccc1)c1ccco1	-5%	-12	-1.1	0%	5%	.	-13%	15%
CCNc1nc(NCC)n2c(SCC(=O)N3CC4(C)CC3CC(C)(C)C4)nnc2n1 (stereo unspecified)	-6%	1.9	-1.5	0%	3%	-1	-10%	-26%
C/C(CCC(C)C)=N\NC(=S)Nc1cc(S(=O)(=O)N2CCOCC2)ccc1N1CCOCC1	-11%	-2.5	-4.9	4%	19%	-11	3%	2%
COc1ccc(C(=O)Nc2cc3c4c(c2)C(C)C(=O)N4CCC3)cc1 (stereo unspecified)	-1%	-0.8	-6.6	4%	6%	5	0%	5%
CC1(C)C2CCC1(C)C(NC(=O)/C=C/c1ccccc1)C2 (stereo unspecified)	-24%	2.5	-0.6	?	4%	6	-5%	6%
CC(=O)c1sc(NC(=O)c2ccc(C(C)(C)C)cc2)nc1C	-14%	-1.4	-1.2	7%	0%	-1	0%	7%
CCC(=O)N1CCCC(C(=O)Nc2nc3ccccc3[nH]2)CC1 (stereo unspecified)	-4%	1.2	0.7	24%	3%	-1	-4%	5%
CC(=O)Nc1c(Br)cc2c(c1Br)C(=O)c1ccccc1-2	3%	-6.8	-3.4	6%	-13%	19	4%	-9%
CSc1nn(-c2ccc(C(=O)OC(C(=O)NC(N)=O)C(C)C)cc2)c(=S)s1 (stereo unspecified)	-6%	-3.1	1.1	-14%	0%	0	5%	6%
CCOc1cc(C)c(Cl)cc1S(=O)(=O)N(CC)CC	-1%	1.3	-3.3	-2%	-2%	3	-10%	2%
C=CCOC(=O)C1=C[C@H](c2ccccc2)[C@@H](CCCO)[C@H](OCC)O1	-9%	0.9	0.0	5%	-1%	0	2%	-9%
CCOC(=O)c1c(C)[nH]c(C(=O)COC(=O)CNC(=O)c2ccc(Br)cc2)c1C	4%	-0.8	0.1	3%	-9%	-3	-1%	-1%
O=C(COC(=O)CCc1nc2ccccc2c(=O)[nH]1)Nc1ccc(OC(F)(F)F)cc1	-10%	2.1	1.3	3%	-3%	-5	5%	10%
Cc1cc(CN(C)C(=O)c2cc(COc3ccc4ncccc4c3)on2)on1	-2%	-0.8	-4.3	8%	-7%	-1	-4%	10%
CCOC(=O)C1CCCN(C(=O)Cn2nc(CC)n3c(cc4sccc43)c2=O)C1 (stereo unspecified)	2%	0.2	1.5	-8%	3%	0	1%	6%
